# From PubChem BioAssay
# Gli-Sufu antag: blocks Gli-Sufu signaling in a luciferase reporter; Sufu-KO-LIGHT fibroblasts, Gli luciferase reporter luminescence; inhibition, % at 5 µM; AID 588413; actives 0.74% (n = 340,000);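 active = inhibition above about 55%, limit read from the data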;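 note: 0% = DMSO-treated cells and 100% = wells with medium but no cells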
# CCR6 antag: blocks CCL20-driven beta-arrestin recruitment at human CCR6; P51684; CHO-K1 CCR6 PathHunter beta-arrestin, luminescence, CCL20-stimulated; inhibition, % at 20 µM; actives 0.49% (n = 340,000);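 active = compounds whose inhibition of the agonist-driven luminescence signal at 20 µM reaches about 50%, limit read from the data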;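 note: cells stimulated with CCL20 at 14 nM final; plate controls were DMSO with CCL20 for no effect and DMSO without agonist for full effect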
# EBI2 antag: antagonists of human EBI2 receptor; EBI2 beta-arrestin recruitment, luminescence, 7a,25-OHC stimulated; inhibition, % at 5 µM; actives 0.81% (n = 360,000); AID 651636; in the data active = inhibition above about 38%;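 note: enzyme fragment complementation signal reports receptor beta-arrestin coupling in cells; 0% = agonist plus DMSO wells and 100% = wells without agonist; some results beyond the cut were filed as inactive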
# Target sequence (P32249 whole entry, looked up, the tested form may be a part): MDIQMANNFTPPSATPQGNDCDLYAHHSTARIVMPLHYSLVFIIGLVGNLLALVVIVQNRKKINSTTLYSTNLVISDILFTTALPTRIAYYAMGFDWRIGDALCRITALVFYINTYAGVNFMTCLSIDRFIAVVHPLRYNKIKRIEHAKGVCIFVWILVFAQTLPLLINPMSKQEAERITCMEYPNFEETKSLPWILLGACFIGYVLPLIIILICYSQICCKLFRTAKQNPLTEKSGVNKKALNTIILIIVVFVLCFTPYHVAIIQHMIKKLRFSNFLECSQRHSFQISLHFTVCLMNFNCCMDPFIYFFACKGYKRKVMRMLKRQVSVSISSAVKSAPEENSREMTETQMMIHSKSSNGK
# APJ antag: blocks the human apelin receptor APJ; actives 0.32% (n = 330,000); P35414; CHO-K1 APJ beta-arrestin complementation, luminescence; inhibition, % at 20 µM;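 active = inhibition above about 40% at 20 µM, limit read from the data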;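 note: cells challenged with 10 nM apelin-13 agonist together with compound; plate controls were apelin-13 plus DMSO wells for no effect and DMSO wells lacking apelin-13 for full effect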
# Target sequence (P35414 whole entry, looked up): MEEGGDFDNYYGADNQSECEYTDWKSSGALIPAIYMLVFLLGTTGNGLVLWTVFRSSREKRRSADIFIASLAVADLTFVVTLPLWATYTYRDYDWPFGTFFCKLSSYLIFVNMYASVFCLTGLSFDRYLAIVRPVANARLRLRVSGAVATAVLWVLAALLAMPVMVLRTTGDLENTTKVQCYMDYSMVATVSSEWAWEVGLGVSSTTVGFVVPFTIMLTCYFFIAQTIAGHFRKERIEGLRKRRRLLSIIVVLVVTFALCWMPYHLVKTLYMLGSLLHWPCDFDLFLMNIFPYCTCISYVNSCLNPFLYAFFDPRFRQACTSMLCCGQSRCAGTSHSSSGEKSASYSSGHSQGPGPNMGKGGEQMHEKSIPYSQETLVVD
# UBC13 polyUb: blocks human UBC13 polyubiquitin chain formation | inhibition, % at 20 µM | TR-FRET | actives 0.47% (n = 330,000) | AID 485273; in the data active = inhibition above about 45%, passing the limit was not always enough
# Target sequence (P61088 whole entry, looked up): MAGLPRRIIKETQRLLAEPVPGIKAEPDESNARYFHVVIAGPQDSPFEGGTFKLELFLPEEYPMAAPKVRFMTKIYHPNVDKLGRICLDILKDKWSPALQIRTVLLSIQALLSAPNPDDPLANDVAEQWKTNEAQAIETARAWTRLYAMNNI
# CXCR6 block: CXCR6 (human) receptor inhibition; AID 602244; O00574; CHO-K1 PathHunter CXCR6 beta-arrestin, luminescence; actives 0.36% (n = 360,000); inhibition, % at 20 µM; in the data active = inhibition above about 34%, passing the limit was not always enough;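 note: antagonist mode with CXCL16 agonist at 10 nM final; 0% = 10 nM CXCL16 with DMSO and 100% = unstimulated wells without agonist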
# Jurkat NFkB inh: lowers PMA/ionomycin-induced NF-kB signal in Jurkat cells; PMA/ionomycin-induced NF-kB luciferase reporter, luminescence; inhibition, % at 4 µM; actives 0.53% (n = 330,000); AID 435003; in the data active = inhibition above about 50%
# 697 NFkB inh: lowers PMA/ionomycin-induced NF-kB signal in 697 B cells. AID 435022. actives 0.33% (n = 330,000). inhibition, % at 4 µM. 697 B-cell NF-kB luciferase reporter, 16 h; in the data active = inhibition above about 35%
# The depositor's hits bear a star; nt = no result given; & = joins results of further samples.
compound	CXCR6 block	Gli-Sufu antag	EBI2 antag	CCR6 antag	APJ antag	697 NFkB inh	Jurkat NFkB inh	UBC13 polyUb
Cc1ccc(/C=N/Nc2cc(C)nc(N3CCOCC3)n2)cc1	7	1	6	9	3	-6	4	-14
CC(C(=O)N1CCc2ccccc21)N1CCN(S(=O)(=O)c2cccs2)CC1 (stereo unspecified)	-6	-7	2	12	23	-7	7	-4
CCC(C)(C)n1nnnc1C(c1cc(OC)ccc1OC)N1CCN(Cc2ccccc2)CC1 (stereo unspecified)	8	41	10	21	2	-14	8	3
O=[N+]([O-])c1cccc(CNC2CCCCCC2)c1	-4	13	4	10	6	9	15	9
CCc1cc(C(=O)N2CCCC(Nc3ccc(F)c(F)c3)C2)n(C)n1 (stereo unspecified)	5	1	-1	18	-9	1	5	-3
O=C(CCS(=O)(=O)c1ccccc1)NCc1ccccc1	-4	-4	-6	-2	5	-5	15	-7
Cc1cccc(NS(=O)(=O)c2nnc(NC(=O)c3ccc(C)c(C)c3)s2)c1	-6	-1	1	-5	-4	7	-1	-13
O=C(COC(=O)C1CC1)Nc1nc(-c2ccc(F)c(F)c2)cs1	0	-10	0	0	-19	-8	-3	-5
CCOc1cc(/C=N/NC(=O)COc2ccc(C)cc2)ccc1OC(=O)c1cccs1	4	-10	12	-5	-6	5	-9	-10
CC(C)CNC(=O)CSc1nc2scc(-c3ccccc3)c2c(=O)[nH]1	-1	0	-1	-9	5	-8	-1	-20
Cc1ccc(C(=O)OCc2nnc(-c3ccccc3)o2)cc1S(=O)(=O)N1CCOCC1	-5	-5	-13	15	-27	18	-11	0
CCCCN(CCCC)CC(O)CN(c1cc([N+](=O)[O-])ccc1OC)S(=O)(=O)c1ccccc1 (stereo unspecified)	8	4	0	18	9	-8	0	18
Cc1nn(C(C)C(=O)O)c(=O)c2ccccc12 (stereo unspecified)	8	1	-2	-21	12	0	-6	1
CCOC(=O)c1ccc(NC(=S)N(CCCN2CCCC(C)C2)Cc2ccco2)cc1 (stereo unspecified)	12	11	-10	15	8	-18	1	14
O=C1/C(=C\c2ccc(C(F)(F)F)cc2)CSc2sccc21	12	5	6	-4	4	-82	-28	-2
CS(=O)(=O)N(CC(=O)NCCSCc1ccco1)c1ccc(Cl)cc1	3	8	7	13	12	32	-3	0
CCOc1ccc(CNC(=O)C2Cc3cc(S(=O)(=O)N4CCCC4)ccc3N2C(C)=O)cc1 (stereo unspecified)	0	36	2	18	-7	23	8	9
CC1CCN(CCC(=O)Nc2ccc3c(c2)OCCO3)CC1	nt	nt	nt	nt	-22	25	4	6
CC(C)CC1Nc2ncnc(N3CCN(c4ccccn4)CC3)c2N(Cc2ccc(Cl)cc2)C1=O (stereo unspecified)	34&39	10	13&19	48	28	4	-8	4
COc1ccc(C(=S)N2CCC(C(N)=O)CC2)cc1Br	-2	18	-4	7	-2	-1	-2	3
Cc1ccc(S(=O)(=O)N2CCC(NC(=O)c3cccc(F)c3)CC2)cc1	5	-1	-12	10	-11	24	4	-3
Cc1ccc(-n2[nH]c(C)c(C=Nc3ccc(C)cn3)c2=O)cc1	0	-2	-5	8	15	9	12	0
COC(=O)c1[nH]c2c(c1C)C(=O)CC(c1ccc(C)cc1)C2 (stereo unspecified)	0	2	3	-17	18	2	20	5
NS(=O)(=O)c1ccc(N2N=C(c3ccccc3)CC2c2cccc(F)c2)cc1 (stereo unspecified)	-6	10	7	24	nt	nt	nt	nt
Cc1cc2ccccc2n1CCNCc1c(C(=O)N2CCOCC2)nc2ccccn12	-1	-3	6	2	-25	3	-7	-12
NC(=O)C1CCN(c2ccc([N+](=O)[O-])cc2Cl)CC1	-4	-12	-1	6	14	1	1	-13
Cc1ccc(CC(=O)Nc2nccs2)cc1	3	6	-9	9	-23	-34	-16	-7
COc1cc(OC)c2ccc(=O)oc2c1C(CCN1CCCC(C)C1)c1ccc2c(c1)OCO2 (stereo unspecified)	17	4	-7	13	14	14	0	11
COc1cccc(/C=N/N2C(=O)CSC2=S)c1O	-12	-2	-15	1	-6	-15	-4	8
C=C(C)CN(CC)C(=O)CN1C(=O)NC2(CCCc3ccccc32)C1=O (stereo unspecified)	-3	-15	3	-3	2	5	19	-7
Cn1c(CN2CCOCC2)nnc1SCC(N)=O	-5	36	-7	4	18	15	7	-1
CN1CCN(C(c2ccc(F)cc2)c2ccc3cccnc3c2O)CC1 (stereo unspecified)	-6	5	-16	20	nt	nt	nt	nt
C=CC[C@H](CC(=O)NCCO)C(=O)N[C@@H](COC(=O)[C@@H](CC=C)Cc1ccc(F)cc1)Cc1ccccc1	-10	0	7	11	5	-7	-11	3
c1ccc(OCc2nn3c(-c4ccncc4)nnc3s2)cc1	-9	34	13	-9	14	24	7	-5
CC(Sc1ncccn1)C(=O)NC1(C#N)CCCCC1 (stereo unspecified)	-2	-5	-7	4	-2	19	0	9
CCN(C(=O)CSc1nc2ccccc2o1)C1CCS(=O)(=O)C1 (stereo unspecified)	-5	-10	-7	3	17	-2	-3	0
CC(=O)n1nc(-c2cccc(C)c2)nc1SCC(=O)Nc1ccccc1	-3	8	3	-2	3	15	4	7
C=CCn1c(-c2ccccc2)nc2nc3ccccc3nc21	2	3	0	2	-16	-10	0	1
COC(=O)C1CCN(C(=O)c2ccccc2NC(C)=O)CC1	6	-8	-14	-8	-12	8	-7	5
CC1(c2nnc(-c3ccccc3)o2)CC(c2ccncc2)=NO1 (stereo unspecified)	-4	-5	-6	2	0	-1	-5	-10
O=C1NC(c2ccccc2)Cc2ccncc21 (stereo unspecified)	6	-7	-16	5	nt	nt	nt	nt
CCOC(=O)CSc1nc2c(sc3ccc([N+](=O)[O-])cc32)c(=O)n1Cc1ccco1	4	36	15	9	3	-17	3	-5
COc1ccc(N2CC(C(=O)Nc3ccc(F)cc3F)CC2=O)cc1 (stereo unspecified)	-10	14	2	5	-25	3	-5	-6
C[C@H]1C(=O)N(C)CCN1C(=O)c1cccc(OC2CCN(CC(C)(C)C)CC2)c1	1	-3	-6	9	6	8	-5	2
COc1cc2[nH]c(=O)n(CCCCCC(=O)N3CCN(c4ccccc4)CC3)c(=O)c2cc1OC	-2	5	-1	-2	1	6	-6	-5

# Of the compounds above, these contain a Cl atom:
compound	CXCR6 block	Gli-Sufu antag	EBI2 antag	CCR6 antag	APJ antag	697 NFkB inh	Jurkat NFkB inh	UBC13 polyUb
CS(=O)(=O)N(CC(=O)NCCSCc1ccco1)c1ccc(Cl)cc1	3	8	7	13	12	32	-3	0
CC(C)CC1Nc2ncnc(N3CCN(c4ccccn4)CC3)c2N(Cc2ccc(Cl)cc2)C1=O (stereo unspecified)	34&39	10	13&19	48	28	4	-8	4
NC(=O)C1CCN(c2ccc([N+](=O)[O-])cc2Cl)CC1	-4	-12	-1	6	14	1	1	-13

# Carrying on.
compound	CXCR6 block	Gli-Sufu antag	EBI2 antag	CCR6 antag	APJ antag	697 NFkB inh	Jurkat NFkB inh	UBC13 polyUb
CN1CCN(C(=O)/C(C#N)=C/c2ccc(F)cc2)CC1	5	4	-3	19	3	7	7	-2
O=C(c1c[nH]c2ccc(F)cc2c1=O)N1CCCCCC1	-4	4	-5	11	19	-1	8	1
O=C(c1ccccc1-c1nc(-c2ccccc2)no1)N1CCCC1	-6	3	-7	11	2	-16	-21	-4
O=C(NCc1ccncc1)c1cncc(Br)c1	-3	-1	3	17	9	20	-7	2
O=C(O)c1ccccc1CSc1ncccc1C(=O)O	1	-5	-2	-6	5	20	-13	3
CC(C)CN(C(=O)COC(=O)/C=C/c1ccc(Cl)c(Cl)c1)c1c(N)n(Cc2ccccc2)c(=O)[nH]c1=O	0	-5	-6	0	19	-13	25	-7
Cc1ccc(NC(=O)Nc2cccc([N+](=O)[O-])c2)cc1F	-10	-37	6	29	-23	-62	-80	10
CCCOc1ccc(C2C(C#N)=C(N)Oc3nc[nH]c(=O)c32)cc1OC (stereo unspecified)	4	-8	1	4	2	-8	8	3
O=C(Nc1ccc(Br)cc1F)C1CCCO1 (stereo unspecified)	-26	-2	3	3	12	-10	-3	4
CCOc1ccc(CNC(=O)CN2C(=O)CSc3ccc(S(=O)(=O)N4CCOCC4)cc32)cc1OC	7	-4	-10	13	21	-1	10	8
O=C(CNC(=O)c1ccco1)NCC(=O)OCc1cccc(Cl)c1	4	5	2	-9	5	16	-5	2
O=C(CN(Cc1ccc(F)cc1)C(=O)CCC(=O)Nc1nccs1)NCC1CCCO1 (stereo unspecified)	-1	48	-12	15	16	7	1	6
COc1ccc(-c2cc(C(=O)NNC3=NCCC3)c3c(C)nn(-c4ccccc4)c3n2)cc1	34	6	4	45	19	0	2	8
O=C(CN1CCCCC1)N/N=C/c1cc2ccccc2nc1Cl	-8	6	12	11	-5	4	6	1
O=C(Nc1nccs1)c1ccccc1[N+](=O)[O-]	-9	2	-12	16	2	-30	1	-10
O=C(NCc1ccccc1)NC1(C(=O)N2CCOCC2)CCCCC1	10	1	-4	0	13	6	5	2
O=[N+]([O-])c1cccc2c(Cl)ccnc12	1	-1	-1	2	-14	-1	5	10
CN(C(=O)c1cc(S(=O)(=O)N2CCc3ccccc32)cn1C)C1CCCCC1	0	0	8	8	-2	-7	6	-5
O=C(NCc1ccccn1)c1cccc(NS(=O)(=O)c2ccccc2F)c1	5	1	-10	5	-2	11	8	-4
O=C(CCNC(=O)c1ccccc1Cl)Nc1cccc(C(F)(F)F)c1	-2	6	-7	-8	-1	-4	-8	-4
CCN(CC)CCCOc1ccc(Cl)c(Cl)c1	-1	-1	-2	15	2	-4	-1	9
CCCc1cc(=O)n2[nH]cc(-c3ccc(Cl)cc3)c2n1	14	8	0	26	4	-8	-3	-13
COc1ccc(-c2nc(C)sc2CC(=O)O)cc1OC	-8	0	-5	7	-12	1	-12	2
COc1ccccc1OCCC(=O)O	-4	-4	-4	-5	-10	9	-26	-4
Cc1csc(=Nc2ccccc2)n1C	-6	-6	-13	-16	-1	-7	-3	-2
Cn1c(SCC(=O)Nc2ccc(N3CCOCC3)c(Cl)c2)nnc1C(O)c1ccccc1 (stereo unspecified)	-4	-7	0	-11	22	9	-7	9
O=C(c1ccc(F)c(S(=O)(=O)N2CCOCC2)c1)N1CCc2ccccc21	7	-4	-4	-25	1	4	14	7
CN1CCN(c2cc(-c3cc(O)c4ncccc4c3)ccn2)CC1	-8	25	-9	-13	-12	9	14	100*
Cc1onc(-c2ccccc2Cl)c1C(=O)N1CCN(c2cccc(Cl)c2)CC1	2	14	8	8	-30	-89	47	10
COCCn1c(SCC(=O)N2CC(=O)Nc3ccccc32)nc2ccccc2c1=O	6	2	2	11	-6	15	-5	0
CN1/C(=C\C=Nc2ccc3ccccc3c2)C(C)(C)c2ccccc21	-3	nt	5	nt	-26	-43	-11	5
Cc1ccc2c(c1)c(N=O)c(O)n2Cc1ccc(Cl)cc1	-12	-22	-4	-3	3	9	21	3
O=C(O)COc1ccccc1/C=N/NC(=O)CSc1nnc(SCc2cccc3ccccc23)s1	0	14	3	6	4	12	-8	11
Cc1nnsc1Sc1ccccc1	10	1	1	7	-11	2	-8	3
O=C(OC1CCCCC1=O)c1cccc(S(=O)(=O)NCc2ccccc2)c1 (stereo unspecified)	7	3	8	11	11	9	5	10
CC(C)NC(=O)c1ccccc1NC(=O)CN(c1ccc2c(c1)OCO2)S(C)(=O)=O	2	10	3	-3	1	-1	-5	1
Cc1ccc(SCC(=O)NCCc2ccc(F)cc2)cc1	8	2	26	19	11	4	7	5
Cc1cc(C)cc(N(CCC#N)C(=O)COC(=O)Cn2[nH]c(=O)c3ccccc3c2=O)c1	5	5	0	14	15	5	-3	-9
Cc1ccc(C2=CSC3=NS(=O)(=O)CCN23)cc1C	0	-10	3	-2	7	8	7	-3
